Assay outcomes: PubChem, The Scripps Research Institute Molecular Screening Center
SRC3 TRFRET art = counter-screen for PPARgamma SRC-3 recruitment agonists: TR-FRET artefact. PPARgamma/SRC-3 format; stronger effect = higher value. TR-FRET ratio at 8 µM. actives 0.39% (n = 99,000). AID 1048; in the data active = TR-FRET ratio above about 2000; also: inactives centre near 1600; reference of the scale not given here
SRC1 TRFRET art = counter-screen for PPARgamma SRC-1 recruitment agonists: TR-FRET artefact; TR-FRET detection artefact counter-screen, emission ratio; stronger effect = higher value; TR-FRET ratio at 8 µM; actives 0.34% (n = 99,000); AID 1051; in the data active = TR-FRET ratio above about 2300; also: inactives centre near 1800; reference of the scale not given here
Numbers without * were called inactive. A portion of the library; the hit share may differ from the screen's.

SMILES | SRC3 TRFRET art | SRC1 TRFRET art
CC(C)(O[C@@H]1O[C@H](CO)[C@@H](O)[C@H](O)[C@H]1O)[C@H]1Cc2cc3ccc(=O)oc3cc2O1 | 1457 | 1784
COc1ccc(C(=O)N2CCn3c2nc2ccccc23)cc1 | 1576 | 1911
CCCCOc1ccc(C(=O)Nc2ccc(C)cc2[N+](=O)[O-])cc1 | 1643 | 1625
O=[N+]([O-])c1ccc(NC(=S)N2CCN(c3ccccc3)CC2)cc1 | 1508 | 1700
O=C(CN(CCc1ccccc1)S(=O)(=O)c1ccc(Br)cc1)N/N=C/c1ccc2c(c1)OCO2 | 1553 | 1876
Cc1ccc(NC(=S)Nc2ccc3cn[nH]c3c2)cc1C | 1576 | 1707
CCOCCCNC(=O)CCCC1=NS(=O)(=O)c2ccccc2N1 | 1354 | 1594
N#CCCN(C1CCCCC1)S(=O)(=O)CCOc1ccccc1 | 1651 | 1912
CC(=O)Nc1ccc(C(=O)N/N=C/c2cc(Br)cc(Br)c2O)cc1 | 1480 | 1619
O=C(CN1CCN(c2ccc(F)cc2)CC1)NC(=O)NCc1ccco1 | 1566 | 1823
Cc1ccccc1Oc1ncnc(N)c1[N+](=O)[O-] | 1597 | 1934
CC(CC(=O)Nc1ccccc1)n1ccnc1 (stereo unspecified) | 1693 | 1741
Cn1c(SCc2cc([N+](=O)[O-])cc3c2OCOC3)nnc1-c1ccccn1 | 1571 | 1920
CC(=O)c1ccc(Oc2cnccn2)cc1 | 1531 | 1713
O=C(CCc1ccccc1)Nc1ccc(S(=O)(=O)N2CCCC2)cc1 | 1563 | 1475
CC(=O)c1ccc(NC(=O)CSc2nc(C)cc(C)c2C(N)=O)cc1 | 1681 | 1871
Cc1ccc(-n2c(C)cc(C(=O)Cn3nc(C(=O)O)c4ccccc4c3=O)c2C)cc1 | 1585 | 1878
COC(=O)CSc1nc2ccccc2n1CC(=O)N(C(C)C)C(C)C | 1409 | 1857
C=CCn1c(SCC(=O)Nc2ccc3c(c2)CCC3)nc2ccccc2c1=O | 1638 | 1753
O=C(c1ccc(Cn2c(=O)[nH]c3ccsc3c2=O)cc1)N1CCN(c2ccccc2)CC1 | 1401 | 1813
CCNC(=O)CC1C(=O)N(c2ccc(C)cc2)C(=O)N1CCc1sccc1C (stereo unspecified) | 1659 | 1802
CC1=C2C3OC(=O)C(C)[C@@H]3CC[C@](C)(O)C2C2C3C4C5(C12)[C@H]1OC(=O)[C@@H](C)C1CC[C@]4(C)O[C@]5(C)[C@@H]3O (stereo partly specified) | 1660 | 1700
CC(CC(=O)N1CCN(c2ccccc2F)CC1)c1ccccc1 (stereo unspecified) | 1385 | 1678
CCN(CC)S(=O)(=O)c1ccc(F)c(C(=O)NCCCN2CCOCC2)c1 | 1257 | 1560
CCOc1cccc(OCCn2cnc3ccccc3c2=O)c1 | 1615 | 1852
O=C1NCCNC(=O)c2ccccc2OCCOc2ccccc21 | 1421 | 1774
C=CCSC1=N/C(=C/c2ccsc2)C(=O)N1c1ccccc1 | 1492 | 1833
c1ccc(CNc2ncnc3scc(-c4cccs4)c23)nc1 | 1587 | 1869
CSc1ccc(CN2CCN(Cc3ccc([N+](=O)[O-])cc3)CC2)cc1 | 1464 | 1485
COc1ccc(NC(=O)CO/N=C2\CCCc3nonc32)cc1 | 1566 | 1768
CCC12C(=O)C(CC)(C(c3ccccc3)=C1c1ccccc1)[C@@H]1C(=O)N(c3ccccc3)C(=O)C12 (stereo partly specified) | 1608 | 1900
Cc1cc(OCC(=O)N(C(C)C)C(C)C)cc(C)c1Br | 1615 | 1813
Cc1ccc(C(NC(=O)N2CCCCC2)=C(Cl)Cl)cc1F | 1376 | 1601
O=C(C[n+]1ccccc1)Nc1ccccc1C(=O)O | 1548 | 1648
COc1ccccc1/C=C/C=C1\Oc2c(ccc(O)c2CN2CCN(CCO)CC2)C1=O | 1540 | 1642
COc1cccc(NC(=S)NC2CC3CCCC(C2)N3C2CCCC2)c1 (stereo unspecified) | 1680 | 1714
Cc1ccc(C(C)C)c(OCc2ccc(C(=O)N/N=C/c3cccc(O)c3O)cc2)c1 | 1577 | 1871
O=C(N/N=C/C(Cl)=C/c1ccccc1)c1ccncc1 | 1843 | 1904
Cc1ccc(NC(=S)NNS(=O)(=O)c2ccc3ccccc3c2)cc1Cl | 1709 | 1791
O=C(Cc1ccccc1)NNC(=S)Nc1ccccc1 | 1682 | 1807
N#CCCn1cc(C(=O)Nc2ccc(C(=O)O)cc2)c(-c2cc3ccccc3o2)n1 | 1825 | 1761
Cc1cccc(-n2nc(C)c3c2NC2=C(C(=O)CCC2)C3c2ccccn2)c1 (stereo unspecified) | 1747 | 1809
CCOC(=O)c1c(C)c(C(=O)NCc2ccc(OC)cc2)c(C)n1C | 1577 | 1556
COc1ccc(CN(C)Cc2ccccc2)c(OC)c1OC | 1475 | 1679
CCCC(C)c1nnc(NC(=O)CN2C(=O)c3ccccc3C2=O)s1 (stereo unspecified) | 1619 | 1977
CCOC(=O)c1sc(NC(=O)c2cc3ccccc3o2)nc1C | 1853 | 1952
COc1cc(/C=C/c2ccc3cccc([N+](=O)[O-])c3n2)ccc1OCC(=O)O | 1630 | 1880
CC1CCC(C(C)C)C(OC(=O)COC(=O)c2cc(O)ccc2N)C1 (stereo unspecified) | 1655 | 1775
Cc1ccc(CNC(=O)C2=CCN(S(=O)(=O)c3ccc(C)cc3)CC2)cc1 | 1569 | 1922
C/C=C/C=C/C(=O)OC(C)C(=O)Nc1cc([N+](=O)[O-])ccc1OC (stereo unspecified) | 1441 | 1746
O=C(NCc1ccc2c(c1)OCO2)c1ccc(CSCc2ccccc2Cl)o1 | 1454 | 1534
CCC(C)[C@H]1CNC(=S)N1CCc1cc(C(F)(F)F)cc(C(F)(F)F)c1 (stereo partly specified) | 1526 | 1903
CC(=O)N1Cc2ccccc2C(C)CC12CCCCC2 (stereo unspecified) | 1709 | 1815
Cc1c(Cl)cccc1N/C(=N/S(=O)(=O)c1cccs1)c1ccccc1 | 1538 | 1666
CCOC(=O)CNC(=S)N1CCn2c(nc3ccccc32)C1 | 1609 | 1648
CCN(CC)S(=O)(=O)c1ccc2c(c1)nc(CCC(=O)OCC(=O)Nc1c(F)cccc1F)n2C | 1682 | 2007
O=C(O)COC(=O)C1C(c2ccccc2)C(C(=O)O)C1c1ccccc1 (stereo unspecified) | 1468 | 1846
C#CCOCCOCCOCCNc1nc(N2CCN(C(=O)[C@H]([C@@H](C)CC)n3cc([C@@H](N)Cc4ccc(O)cc4)nn3)CC2)nc(N2CCN(C(=O)[C@H](Cc3cc4ccccc4[nH]3)n3cc([C@@H](N)C(C)CC)nn3)CC2)n1 (stereo partly specified) | 1522 | 1609
O=C(c1cccc(Cl)c1)C1CCCN(Cc2ccc(N3CCNC3=O)cc2)C1 (stereo unspecified) | 1744 | 1985
CC(C)OC(=O)CC(=O)c1sc2nc3c(cc2c1N)CN(C)CC3 | 1515 | 1609
The results go on:
SMILES | SRC3 TRFRET art | SRC1 TRFRET art
CCOc1ccc(-n2c(SC)nc3c(c2=O)SCC3)cc1 | 1484 | 1671
O=C1C(=O)N(CNc2cccnc2)c2ccccc21 | 1514 | 1704
CC1=C(C(=O)N2CCCC(CCC(=O)NCc3ccc(F)c(F)c3)C2)OCCO1 (stereo unspecified) | 1672 | 1472
CNc1ccc(Br)cc(C(=O)/C=C/c2ccc(Cl)cc2Cl)c1=O | 1499 | 1912
CCCNC(=O)c1nc(C)n(-c2cc(Cl)cc(Cl)c2)n1 | 1660 | 2065
O=C(Nc1ccc(C(F)(F)F)cc1)c1cc(S(=O)(=O)NCC2COc3ccccc3O2)ccc1F (stereo unspecified) | 1345 | 1777
CCOC(=O)c1cnc2ccccc2c1Nc1ccc(C(=O)O)cc1 | 1735 | 1717
COc1ccccc1CCc1nnc(CCC(=O)NC(C)Cc2cccs2)o1 (stereo unspecified) | 1558 | 1547
Cc1cccc2c(CC(=O)O)noc12 | 1519 | 1668
COc1ccc(-c2cc(-c3ccc(O)cc3)nc(N)c2C#N)cc1OC | 1498 | 1898
CCN(CC)P(=O)(Nc1ccc(SC(F)F)cc1)c1ccc(N(C)C)cc1NC(=O)c1ccco1 (stereo unspecified) | 1567 | 1803
CCOc1cc(C2C3=C(CC(C)(C)CC3=O)Nc3n[nH]c(C)c32)ccc1O (stereo unspecified) | 1774 | 1852
COc1cc(OC)cc(C(=O)NCCCN2CCN(CCCNC(=O)c3cc(OC)cc(OC)c3)CC2)c1 | 1539 | 1748
CCOc1ccccc1/C=C(/NC(=O)c1ccccc1)C(=O)NC(C)c1ccccc1 (stereo unspecified) | 1401 | 1710
COc1ccc(C(C)(C)C)cc1NC(=O)CNc1cccc2ccccc12 | 1624 | 2060
COc1ccc(NC(=O)C(NC(=O)c2ccc(=O)[nH]c2)c2ccc(C)cc2)cc1 (stereo unspecified) | 1636 | 1848
CC1(C)CC(=O)C2=C(C1)OC1=C(C(=O)CC(C)(C)C1)C2c1cc([N+](=O)[O-])cc([N+](=O)[O-])c1O | 1521 | 1777
C/C(=N\NC(=O)C(N)=O)c1ccc(NC(=O)c2cccs2)cc1 | 1631 | 1711
CC(C)Sc1nc2ncnc(N)c2[nH]1 | 1460 | 1647
CCOc1ccc(N2C(=O)CN(c3cccc4ccccc34)C2=S)cc1 | 1813 | 1919
CNC(=O)c1cc(C(=O)c2ccc(C(F)(F)F)cc2F)c[nH]1 | 1745 | 1729
CCN(c1ccc(NC(=O)COC(=O)c2ccc(C)s2)cc1)C(C)C | 1670 | 1721
CCN(CC)C(=S)NC(=O)C12CC3CC(CC(C3)C1)C2 | 1732 | 1606
O=C(NC(=S)Nc1ccccc1N1CCOCC1)c1ccco1 | 1645 | 1892
CC1=C(C(=O)Nc2ccccn2)C(c2cn(C)nc2C)C2=C(CCCC2=O)N1 (stereo unspecified) | 1671 | 2034
Cc1cc(C)cc(N(C(=O)c2snc(C(N)=O)c2N)C(C(=O)NCC2CCCO2)c2cccs2)c1 (stereo unspecified) | 1626 | 1704
Cc1ccc(C)c2nc(N3CCCC3)c(C#N)cc12 | 1736 | 2009
Cc1ccc(CNC(=O)CCCCn2c(=O)[nH]c3ccsc3c2=O)cc1 | 1469 | 1633
COC(=O)Cc1ccc(NC(=S)N2CCCC(CO)C2)cc1 (stereo unspecified) | 1279 | 1757
CSc1nc(C)cc(SCC(=O)N/N=C/c2ccccc2)n1 | 1563 | 1741
Fc1cccc(Cc2noc(CN3CCOCC3)n2)c1 | 1545 | 1770
Cc1nc2ncnn2c(C)c1CCC(=O)N1CCc2ccccc21 | 1506 | 1710
CCOC(=O)C(NC(=O)CC(C)C)(Nc1sc2c(c1C(N)=O)CCCC2)C(F)(F)F (stereo unspecified) | 1738 | 2095
Cc1ccc(S(=O)(=O)CC(O)COc2ccc(F)cc2Cl)cc1 (stereo unspecified) | 1563 | 1761
COC(=O)CSCc1nc2ccccc2[nH]c1=O | 1584 | 1816
COCCCNC(=O)Cc1coc2ccc3ccccc3c12 | 1685 | 2088
Cc1cccc2sc(N(CCCN(C)C)C(=O)CN3C(=O)c4ccccc4C3=O)nc12 | 1731 | 1967
O=C(O)CSC(C(=O)Nc1ccc(Br)cc1)c1ccc(Cl)cc1 (stereo unspecified) | 1766 | 1883
COc1ccc(C(=O)c2sc3nc(-c4ccc(OC)cc4)ccc3c2N)cc1 | 1415 | 1595
O=C(Nc1cccc(S(=O)(=O)N2CCCCC2)c1)c1ccc([N+](=O)[O-])o1 | 1509 | 1761

17 of the compounds above, as a markdown table.
| Structure | SRC3 TRFRET art | SRC1 TRFRET art |
| --- | --- | --- |
| CCN(CC)C(=S)NC(=O)C12CC3CC(CC(C3)C1)C2 | 1732 | 1606 |
| O=C(NC(=S)Nc1ccccc1N1CCOCC1)c1ccco1 | 1645 | 1892 |
| CC1=C(C(=O)Nc2ccccn2)C(c2cn(C)nc2C)C2=C(CCCC2=O)N1 (stereo unspecified) | 1671 | 2034 |
| Cc1cc(C)cc(N(C(=O)c2snc(C(N)=O)c2N)C(C(=O)NCC2CCCO2)c2cccs2)c1 (stereo unspecified) | 1626 | 1704 |
| Cc1ccc(C)c2nc(N3CCCC3)c(C#N)cc12 | 1736 | 2009 |
| Cc1ccc(CNC(=O)CCCCn2c(=O)[nH]c3ccsc3c2=O)cc1 | 1469 | 1633 |
| COC(=O)Cc1ccc(NC(=S)N2CCCC(CO)C2)cc1 (stereo unspecified) | 1279 | 1757 |
| CSc1nc(C)cc(SCC(=O)N/N=C/c2ccccc2)n1 | 1563 | 1741 |
| Fc1cccc(Cc2noc(CN3CCOCC3)n2)c1 | 1545 | 1770 |
| Cc1nc2ncnn2c(C)c1CCC(=O)N1CCc2ccccc21 | 1506 | 1710 |
| CCOC(=O)C(NC(=O)CC(C)C)(Nc1sc2c(c1C(N)=O)CCCC2)C(F)(F)F (stereo unspecified) | 1738 | 2095 |
| Cc1ccc(S(=O)(=O)CC(O)COc2ccc(F)cc2Cl)cc1 (stereo unspecified) | 1563 | 1761 |
| COC(=O)CSCc1nc2ccccc2[nH]c1=O | 1584 | 1816 |
| COCCCNC(=O)Cc1coc2ccc3ccccc3c12 | 1685 | 2088 |
| Cc1cccc2sc(N(CCCN(C)C)C(=O)CN3C(=O)c4ccccc4C3=O)nc12 | 1731 | 1967 |
| O=C(O)CSC(C(=O)Nc1ccc(Br)cc1)c1ccc(Cl)cc1 (stereo unspecified) | 1766 | 1883 |
| COc1ccc(C(=O)c2sc3nc(-c4ccc(OC)cc4)ccc3c2N)cc1 | 1415 | 1595 |

(cont.)
SMILES | SRC3 TRFRET art | SRC1 TRFRET art
O=C(NCc1cn(-c2ccccc2)nc1-c1ccccc1)c1cccc([N+](=O)[O-])c1 | 1476 | 1811
CC1(C)C(=O)C2(CCCCC2)C(=O)OC1c1cccc([N+](=O)[O-])c1 (stereo unspecified) | 1670 | 1715
CCOc1cc(C(=O)Nc2cccc(C(C)=O)c2)ccc1OCC(=O)N1CCCCC1 | 1573 | 1602
COCCNC(=S)Nc1ccc(S(=O)(=O)Nc2ncccn2)cc1 | 1430 | 1448
CCc1nnc(NC(=O)CSc2nnc3c(C)cc4c(C)ccc(C)c4n23)s1 | 1603 | 1710
